Tb PFK block: qHTS Assay to Find Inhibitors of T. brucei phosphofructokinase; ATP-dependent 6-phosphofructokinase (Trypanosoma brucei brucei), O15648; T. brucei PFK, ADP-Glo luminescence; Potency, µM (series often up to 57.5 µM), inactives show top-dose activity, negative = inhibition, usual class: inhibitors; hit rate 0.17% among 330,000; AID 485367, 2010;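 further: potency means the concentration at half of the fitted maximal effect; 0% = uninhibited 1x PFK enzyme wells and -100% = no-enzyme wells; nearly all actives have a fitted effect of over 60% in size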
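Activity is normalized to no-enzyme wells (full inhibition) and 1.25 nM enzyme wells (no inhibition). Reaction: 0.5 mM F6P, 0.1 mM ATP, 45 min RT, ADP-Glo luminescence; concentration-response curves fitted and classed by quality.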
RORgamma inh: qHTS for inhibitors of ROR gamma transcriptional activity | Nuclear receptor ROR-gamma (Mus musculus), P51450 | Drosophila S2 Gal4-RORgamma UAS-luciferase reporter, 20 h | Potency, µM (highest dose often 53.6 µM), without a hit: top-dose activity change, negative = inhibition, actives largely listed as inhibitors | hit rate 5.4% among 310,000 | AID 2551, 2010; further: potency means the concentration at half of the fitted maximal effect; on the % scale 0 is the no-effect control and ±100 the full control effect; nearly all actives have a fitted effect of over 60% in size
Target sequence (P51450 whole entry, looked up, the tested form may be a part): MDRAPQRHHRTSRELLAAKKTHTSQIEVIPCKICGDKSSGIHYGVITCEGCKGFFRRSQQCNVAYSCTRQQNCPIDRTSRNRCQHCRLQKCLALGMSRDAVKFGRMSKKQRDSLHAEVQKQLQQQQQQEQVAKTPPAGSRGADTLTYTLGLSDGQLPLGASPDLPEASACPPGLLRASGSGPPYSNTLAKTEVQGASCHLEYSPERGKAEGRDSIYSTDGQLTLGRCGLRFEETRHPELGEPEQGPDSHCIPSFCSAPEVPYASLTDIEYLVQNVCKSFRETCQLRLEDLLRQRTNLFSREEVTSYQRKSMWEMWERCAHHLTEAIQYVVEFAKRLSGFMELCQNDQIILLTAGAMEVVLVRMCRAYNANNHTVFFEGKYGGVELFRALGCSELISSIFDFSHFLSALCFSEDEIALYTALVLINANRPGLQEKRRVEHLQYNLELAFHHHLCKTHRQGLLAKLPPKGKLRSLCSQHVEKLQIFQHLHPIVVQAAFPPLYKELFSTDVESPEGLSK
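Drosophila S2 cells stably expressing Gal4-DBD/mouse RORγ fusion under metallothionein promoter plus UAS-luciferase; compound 1 h, then 700 uM CuSO4 induction for 20 h at ambient temperature; inhibition read as reduced luminescence.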
FLuc counter: qHTS profiling assay for firefly luciferase inhibitor/activator using purifed enzyme and Km concentrations of substrates (counterscreen for miR-21 project). Luciferin 4-monooxygenase (Photinus pyralis), P08659. purified FLuc, Km substrates, luminescence inhibition. Potency, µM (highest dose often 57.5 µM), for the others: top-dose activity change, negative = inhibition, usual class: inhibitors. hit rate 6.9% among 360,000;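 further: potency means the concentration at half of the fitted maximal effect; plate controls were vehicle for no effect and reference inhibitor for full effect; nearly all actives have a fitted effect of over 55% in size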
Target sequence (P08659 whole entry, looked up): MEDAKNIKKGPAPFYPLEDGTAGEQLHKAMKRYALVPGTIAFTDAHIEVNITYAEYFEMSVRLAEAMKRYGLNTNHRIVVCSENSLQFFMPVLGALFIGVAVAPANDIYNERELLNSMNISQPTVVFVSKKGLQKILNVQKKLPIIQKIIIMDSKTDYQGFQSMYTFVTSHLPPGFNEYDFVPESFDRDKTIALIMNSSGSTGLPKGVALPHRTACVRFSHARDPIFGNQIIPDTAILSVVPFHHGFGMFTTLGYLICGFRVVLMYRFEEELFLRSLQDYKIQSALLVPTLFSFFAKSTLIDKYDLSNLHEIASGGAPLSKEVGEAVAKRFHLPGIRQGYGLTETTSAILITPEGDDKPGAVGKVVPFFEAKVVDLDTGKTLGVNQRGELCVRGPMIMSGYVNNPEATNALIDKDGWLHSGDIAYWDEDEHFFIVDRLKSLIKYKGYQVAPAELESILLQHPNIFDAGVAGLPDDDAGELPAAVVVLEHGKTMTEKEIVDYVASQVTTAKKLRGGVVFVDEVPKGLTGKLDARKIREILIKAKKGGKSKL
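Purified P. pyralis luciferase, 10 nM final, with Km-level 10 uM D-luciferin and 10 uM ATP in 50 mM Tris acetate pH 7.5, 10 mM Mg acetate, 0.01% Tween-20, 0.05% BSA; 6-point qHTS titration about 60 µM downward; luminescence read.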
ELG1 repair inh: qHTS screen for small molecules that inhibit ELG1-dependent DNA repair in human embryonic kidney (HEK293T) cells expressing luciferase-tagged ELG1 | Potency, µM (highest dose often 46.1 µM), without a hit: top-dose activity change, negative = inhibition, hits mostly inhibitors | AID 504467, 2011 | HEK293T ELG1-luciferase reporter, luminescence, 16 h; DNA damage induced by 5-fluorouridine | hit rate 2.3% among 330,000; further: potency means the concentration at half of the fitted maximal effect; on the % scale 0 is the no-effect control and ±100 the full control effect; nearly all actives have a fitted effect of over 55% in size
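In this reporter screen, reduction of luminescence relative to DMSO vehicle indicated activity. Compounds and 5-fluorouridine were added together to 2,000 cells per well, incubated for 16 hr at 37 °C, then developed with ONE-Glo.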
p53 reactivation: qHTS assay for re-activators of p53 using a Luc reporter. H1299 p53-A138V BP100-luciferase reporter, luminescence, 24 h. hit rate 0.063% among 320,000. Potency, µM (highest dose often 92.2 µM), without a hit: top-dose activity change, positive = activation, usual class: activators; further: potency means the concentration at half of the fitted maximal effect; % of control where 0% means no effect; nearly all actives have a fitted effect of over 45% in size
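p53-null H1299 cells stably carrying temperature-sensitive p53-A138V and a BP100-luciferase reporter were pinned with compounds (4-point, 1:5 series) and held 24 hrs at 37 deg C. Luminescence was read 10 min after detection reagent.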
BRCA1 expr up: qHTS Assay to Identify Small Molecule Activators of BRCA1 Expression | MCF7-BRCA1-FFLuc reporter, luminescence, 48 h; response scale: scaled: vehicle 0%, 10 µM genistein 100% | Potency, µM (top dose mostly 46.1 µM), for the others: at the top dose activation, usual class: activators | hit rate 1.1% among 380,000 | AID 624202, 2012; further: potency means the concentration at half of the fitted maximal effect; nearly all actives have a fitted effect of over 80% in size; some results filed as inactive show a strong effect at the top dose
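Luminescence from a BRCA1-driven firefly luciferase in MCF7 cells was the read-out, taken 15 min after substrate addition following 48 h compound exposure at 37 °C. Data were normalized to a 10 microM genistein control and DMSO vehicle.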
ELG1 genotox: qHTS screen for small molecules that induce genotoxicity in human embryonic kidney (HEK293T) cells expressing luciferase-tagged ELG1. HEK293T ELG1-luciferase reporter, luminescence, 16 h. Potency, µM (titrated, usually from 46 µM), for the others: top-dose activity change, positive = activation, hits mostly activators. hit rate 1.3% among 330,000. AID 504466, 2011; further: potency means the concentration at half of the fitted maximal effect; % of control where 0% means no effect; nearly all actives have a fitted effect of over 60% in size
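DMSO vehicle served as control against compound-treated ELG1-luciferase HEK293T cells; exposure lasted 16 hr at 37 °C and 5% CO2, followed by ONE-Glo luminescence detection after 30 min.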
NPC1 prom act: qHTS Assay for NPC1 Promoter Activators; Huh7 NPC1 promoter luciferase reporter, 24 h; Potency, µM (series often up to 9.22 µM), for inactives: top-dose activation, hits mostly activators; hit rate 2.4% among 320,000; AID 485313, 2010;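 further: potency means the concentration at half of the fitted maximal effect; % of control where 0% means no effect; nearly all actives have a fitted effect of over 60% in size; reporter is driven by a mutant NPC1 promoter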
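Luminescence read-out of NPC1 promoter-driven luciferase in stably transfected Huh7 cells; compounds delivered in DMSO and left 24 h at 37C, 5% CO2, qHTS titration format.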
Rab9 promoter act: qHTS Assay for Rab9 Promoter Activators; hit rate 2.8% among 320,000; Huh7 Rab9 promoter-luciferase reporter, luminescence, 24 h; AID 485297, 2010; Potency, µM (series often up to 9.22 µM), for the others: top-dose activation, negative = inhibition, usual class: activators; further: potency means the concentration at half of the fitted maximal effect; % of control where 0% means no effect; nearly all actives have a fitted effect of over 60% in size
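Rab9 promoter-driven luciferase in stably transfected Huh7 cells; 1500 cells/well rested 2 h, exposed to compound in DMSO for 24 h at 37 °C, 5% CO2. Luminescence read 10 min after adding luciferase reagent at ambient temperature.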
Gal4-VP16 FLuc: VP16 counterscreen qHTS for inhibitors of ROR gamma transcriptional activity | hit rate 3.5% among 310,000 | Drosophila S2 Gal4-VP16 UAS-luciferase, luminescence, 20 h | Potency, µM (series often up to 53.6 µM), inactives show top-dose activity, negative = inhibition, hits mostly inhibitors | AID 2546, 2010;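 further: Gal4-VP16 expression switched on by copper sulfate through the metallothionein promoter; potency means the concentration at half of the fitted maximal effect; on the % scale 0 is the no-effect control and ±100 the full control effect; nearly all actives have a fitted effect of over 50% in size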
TRPV1 agonist: HTS Assay for Compounds that Act as Agonists of the Vanilloid Receptor 1 | hit rate 0.19% among 320,000 | activation, % at 8.33 µM | TRPV1-expressing cells, Fluo-8 calcium influx, agonist mode | Transient receptor potential cation channel subfamily V member 1 (Homo sapiens), Q8NER1; in the data active means activation above about 80%; inconclusive means between about 30% and that limit; further: 0% is about no effect
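Fluo-8 calcium influx in TRPV1-expressing cells, kinetic read (ex 480/em 520 nm). Compound added and read 3 min for agonist activity, followed by capsaicin at EC20 final and 2 min further read for enhancement.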
Active calls of the source: *; ? = inconclusive; nt = not tested or not shown; & = joins results of further samples; [ ] = another dose, or the depositor's remark. Unless noted, the call rests on the fitted dose curve; in most records, active means well fitted curve in the direction sought with a large enough effect; inconclusive means small, poorly fitted or top-dose-only effect, or another doubt; inactive means no such curve, though single readings can be large; an effect the other way counts as inactive or inconclusive.

Every second line gives: FLuc counter, p53 reactivation, Rab9 promoter act, ELG1 genotox, TRPV1 agonist, Tb PFK block, RORgamma inh, NPC1 prom act, ELG1 repair inh, BRCA1 expr up, Gal4-VP16 FLuc
- Cc1ccccc1CS(=O)(=O)Cc1ccc(C(=O)NCCCN2CCCC2=O)o1
  6%, -1%, -2%, -1%, -3, -9%, -12%, -2%, 5%, 23%, 6%
- Cc1nn(-c2ccccc2)c2sc(C(=O)N(CC(=O)NC3CCCC3)Cc3ccco3)cc12
  -3%, -3%, -3%, -13%, 22, 0%, -15%, 0%, ?, -59%, -1%
- COc1ccccc1NC(=O)CCC(=O)N(Cc1ccc(OC)c(OC)c1)c1nccs1
  ?, -2%, -1%, 0%, 1, -4%, -17%, 0%, -5%, -42%, -7%
- CCOc1cc(/C=N/O)ccc1OCc1ccc([N+](=O)[O-])cc1
  ?, 3%, -2%, 6%, -1, -1%, 2%, 0%, -21%, 9%, 0%
- CC(=O)Nc1ccc(C(=O)CN2C(=O)NC3(CCCc4ccccc43)C2=O)c(F)c1 (configuration not stated)
  nt, -10%, nt, 1%, nt, -2%, nt, nt, -18%, -35%, nt
- Cc1ccc(CC2CC(=O)N(CCc3ccccc3)C2=O)cc1 (configuration not stated)
  -17%, 1%, 0%, 0%, 20, 5%, 4%, -4%, -12%, 57%, ?
- Cc1cc(N2CCN(C)CC2)nc(-c2ccccc2O)n1
  4%, 0%, 2%, -3%, 5, -2%, -17%, -3%, -26%, -36%, -6%
- COc1cc2cnc(CCCC#N)cc2cc1OC
  nt, -6%, nt, 3%, nt, 3%, nt, nt, ?, 0%, nt
- Cc1cc(C)n(CCC(=O)Nc2cccc(F)c2)n1
  -1%, 1%, -5%, 4%, 0, -2%, -9%, 0%, 24%, 4%, -1%[10 µM]
- CCCC(=O)Nc1nc(-c2ccc(Cl)s2)cs1
  ?, 14%, ?, 4%, ?, -1%, 12%, ?, 0%, 3%, -20%
- Cc1ccc(C(C(=O)NC2CCCC2)N(Cc2ccco2)C(=O)CCC(=O)Nc2cc(C)on2)cc1 (configuration not stated)
  2%, -4%, -1%, -4%, 6, 0%, -7%, -5%, ?, -43%, 14%
- O=C(NCC(=O)N(c1ccccc1F)C(C(=O)NC1CCCC1)c1ccncc1)c1ccco1 (configuration not stated)
  1%, 1%, 4%, 1%, -2, -1%, -11%, -4%, -4%, -6%, 6%
- C=CCn1c(-c2c(C)nc3cc(C)ccn23)n[nH]c1=S
  2%, -5%, -3%, 0%, -1, 0%, ?, 2%, -3%, 8%, ?
- COc1cccc(CN2CC(C(=O)NCC3CCOCC3)CCC2=O)c1 (configuration not stated)
  -1%, -7%, 2%, 3%, 1, 2%, -1%, 3%, 4%, 1%, 9%
- Cc1cc(-c2nnc(SCC(=O)Nc3cccc(F)c3)n2N)n[nH]1
  -2%, -4%, 0%, 1%, 0, 0%, -7%, -4%, 18%, -33%, ?
- Cc1cc(C(=O)CN2C(=O)NC(CCS(C)(=O)=O)C2=O)c(C)n1C1CC1 (configuration not stated)
  nt, 0%, nt, -1%, nt, 1%, nt, nt, 10%, 6%, nt
- Cc1cc(NC(=O)c2cccc([N+](=O)[O-])c2)n(-c2ccccc2)n1
  -2%, -1%, -3%, 2%, -4, 5%, 5%, -2%, 0%, -22%, 6%
- COC(=O)c1cc(NC(=O)/C=C/c2ccc3c(c2)OCO3)cc(C(=O)OC)c1
  0%, -1%, -2%, 4%, -2, -2%, 14%, -2%, ?, -37%, -22%
- CCOc1ccccc1N(CC(=O)Nc1cccnc1)S(C)(=O)=O
  0%, -4%, -17%, 0%, 6, 5%, 6%, 0%, -3%, 5%, 0%
- COc1cccc(N(C(=O)Cn2nnc3ccccc32)C(C(=O)NCc2ccco2)c2cccnc2)c1 (configuration not stated)
  1%, -1%, 3%, 0%, -2, -2%, 36%, -2%, ?, -13%, 12%
- COCCN(C(=O)c1cc(Cl)nc2ccccc12)c1c(N)n(Cc2ccccc2)c(=O)[nH]c1=O
  0%, -8%, -3%, -5%, -6, 0%, nt, -8%, ?, -7%, nt
- CC(c1ccccc1)n1c(Br)nc2c1c(=O)[nH]c(=O)n2C (configuration not stated)
  0%, nt, 9%, 8%, -1, 2%, 3%, -2%, ?, -14%, 6%
- Cc1cccc(C)c1NC(=O)C(C)Sc1n[nH]c(-c2ccncc2)n1 (configuration not stated)
  0%, 2%, 3%, -7%, -2, 1%, ?, 0%, 7%, 0%, -5%
- CC(C)=NNC1=NC(C)(C)Cc2ccccc21
  0%, -9%, -1%, 0%, 0, 0%, -36%, -2%, 0%, -11%, -4%
- COc1ccc(N(Cc2cc3ccccc3[nH]c2=O)S(=O)(=O)c2ccc(OC)cc2)cc1
  -13%, 1%, -2%, -9%, ?, 1%, -1%, 2%, ?, -15%, -2%
- COc1ccc(C(=O)Nc2cccc(C(C)=O)c2)c(OC)c1OC
  12µM*, 8%, 23%, ?, 4, -1%, -1%, 20%, ?, 83%, ?
- O=C(CNC(=S)N(Cc1ccc(F)cc1)C1CCCCC1)NCC1CCCO1 (configuration not stated)
  -3%, -2%, 0%, -2%, ?, -2%, -16%, -7%, 9%, 2%, 9%
- Cc1cccc(CNC(=O)C2CCC(=O)N(C3CCCCCC3)C2)c1 (configuration not stated)
  -5%, ?, 11%, -4%, 2, 0%, -24%, 1%, nt, 1%, -1%
- CN(C)c1cc(NC(=O)CN2CCCC2)c2ccccc2n1
  -3%, 1%, -2%, -5%, -1, -5%, 0%, 1%, ?, 15%, -3%
- COc1cccc(NC(=O)CNC(=O)c2ccc(C)o2)c1
  3%, nt, 5%, 0%, 0, 6%, ?, 1%, 8%, 4%, 3%
- CC1CCN(CC(=O)Nc2ccc(C(=O)N3CCCCC3)cc2)CC1
  6%, nt, 8%, -10%, 4, 2%, -5%, 1%, 6%, -20%, 3%
- COc1ccc(NS(=O)(=O)c2ccc(NC(=S)NC(=O)/C=C/c3ccc(C)cc3)cc2)nn1
  -3%, -6%, -1%, 2%, 2, 5%, 32%, 0%, -3%, 9%, -2%
- CN(C)c1cc2c(cc1NS(=O)(=O)c1ccccc1)n(C)c(=O)n2C
  0%&-8%, -7%, 1%, 0%, -2, -2%, -6%, 1%, ?, -45%, -2%
- S=c1[nH]ccn1-c1c(Cl)cccc1Cl
  -1%, 0%, -5%, -5%, -1, 0%, -43%, 8%, 28%, 0%, -1%
- N#CCCCSC1=C(C#N)C(c2ccccc2Cl)CC(=O)N1 (configuration not stated)
  5%, -11%, 2%, 0%, 3, 4%, 14%, -2%, 8%, -10%, 4%
- COc1ccc(Nc2ccnc(Nc3ccc(OC)cc3)n2)cc1
  7.6µM*, 24%, ?, -4%, 7, -6%, 2%, ?, ?, 25%, ?
- COCCCN1C(=O)c2ccc(C(=O)Nc3ccc(OC)cc3)cc2C1=O
  8.5µM*, 21%, 17%, 8%, 21, -10%, ?, -5%, 1%, 1%, 3%
- O=C(c1ccco1)N1CCN(Cc2nnc(-c3ccccc3F)o2)CC1
  0%, 8%, 5%, 1%, 1, -8%, -23%, 0%, 6%, 17%, ?
- CCN(CC)c1cc(C)c2ccccc2n1
  -3%, 8%, -4%, -5%, 15, -3%, -25%, 0%, -2%, 26%, 2%
- Cc1ccc(S(=O)(=O)N2CCN(C(=O)CN3C(=O)c4ccccc4C3=O)CC2)c(C)c1
  1%, -2%, 1%, -1%, 1, 2%, nt, -3%, 12%, 2%, nt
- CN1CCC(=O)N([C@H](CSc2ccc(Br)cc2)c2ccccc2)CC1
  17µM*, 8%, ?, ?, 17, 4%, 16%, ?, ?, ?, -5%
- COc1ccc(/C=C2\SC(=O)N(CCNC(=O)Cc3coc4cc(C)ccc34)C2=O)cc1OC
  -3%, -1%, -5%, -13%, 0, -5%, 30%, 0%, ?, -49%, -10%
- Cc1ccc2nc(Cl)nc(-c3ccccc3)c2c1
  4%, -5%, -8%, -4%, -1, 0%, -23%, -3%, 3%, -1%, 2%
- Clc1ccc(SCc2cn3ccsc3n2)cc1
  11µM*, ?, 4µM*, ?, ?, -9%, 10%, 2.8µM*, ?, 62%, 20%

Source: PubChem
